HSF1 inh: HSF1 inhibition; NIH3T3-HGL HSE-luciferase, MG132-induced, luminescence 8 h; stronger effect = lower value; activity change, negative = inhibition, % at 7.5 µM (by protocol); actives 0.77% (n = 300,000); AID 2098;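 active = more than half of replicate wells show activity change below -50%, luminescence cut by over half; inconclusive = some wells, but at most half, below -50%; inactive = no replicate well below -50%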;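 also: luciferase reports HSF-1 transcriptional activity via heat shock element; 0% = median of DMSO wells and -100% = zero luminescence signal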
Dyrk1A ADPGlo: inhibitors of rat Dyrk1A kinase | inhibition, % at 12.5 µM | ADP-Glo luminescence, NFATc1 peptide | Q63470 | actives 0.43% (n = 310,000); in the data active = inhibition above about 50%;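 also: plate controls were vehicle with enzyme for no effect and no enzyme for full effect; many of its hits are not listed in these tables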
HDAC3 inhib: blocks human histone deacetylase 3 | AID 2718 | O15379 | actives 0.15% (n = 320,000) | inhibition, % at 8.3 µM | recombinant HDAC3, fluorogenic peptide/trypsin coupled, fluorescence; in the data active = inhibition above about 26%, passing the limit was not always enough; inconclusive = no clear call, values can overlap the other calls
Target sequence (O15379 whole entry, looked up): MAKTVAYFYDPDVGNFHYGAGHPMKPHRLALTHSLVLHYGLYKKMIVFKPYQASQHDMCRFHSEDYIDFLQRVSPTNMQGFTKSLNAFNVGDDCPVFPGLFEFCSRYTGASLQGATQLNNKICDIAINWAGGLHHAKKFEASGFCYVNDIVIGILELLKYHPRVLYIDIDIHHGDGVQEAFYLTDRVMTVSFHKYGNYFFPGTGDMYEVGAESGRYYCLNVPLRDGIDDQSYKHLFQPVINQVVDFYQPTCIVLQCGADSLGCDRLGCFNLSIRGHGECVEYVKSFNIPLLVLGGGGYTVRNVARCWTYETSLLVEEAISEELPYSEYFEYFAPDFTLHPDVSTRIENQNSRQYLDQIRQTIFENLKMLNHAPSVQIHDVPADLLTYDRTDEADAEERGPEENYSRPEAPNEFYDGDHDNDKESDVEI
GSK3beta inhib: inhibitors of human GSK3beta kinase | P49841 | activity score (negative = inhibition), % at 10 µM | actives 0.038% (n = 300,000) | GST-GSK3beta kinase, ADP-Glo luminescence, 60 min; stronger effect = lower value;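 active = more than half of replicate wells score below -50%, meaning over 50% inhibition versus plate controls; inconclusive = some replicates but at most half score below -50%; inactive = no replicate scores below -50%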;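 also: 0% = median DMSO wells and -100% = median GW8510 positive control wells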
Target sequence (P49841 whole entry, looked up): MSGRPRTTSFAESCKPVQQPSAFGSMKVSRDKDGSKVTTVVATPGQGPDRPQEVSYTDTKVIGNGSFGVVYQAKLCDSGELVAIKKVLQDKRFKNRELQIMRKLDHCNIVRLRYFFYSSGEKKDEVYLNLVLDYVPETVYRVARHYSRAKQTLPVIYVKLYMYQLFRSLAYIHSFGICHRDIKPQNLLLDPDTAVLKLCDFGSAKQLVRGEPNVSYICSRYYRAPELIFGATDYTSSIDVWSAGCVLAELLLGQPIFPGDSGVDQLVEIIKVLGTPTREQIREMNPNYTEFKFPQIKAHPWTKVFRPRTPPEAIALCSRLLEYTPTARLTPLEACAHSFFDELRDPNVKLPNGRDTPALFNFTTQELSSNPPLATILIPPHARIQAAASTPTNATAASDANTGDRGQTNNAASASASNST
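Assay system: GST-tagged human GSK3beta kinase, cell-free; Input: 1.6 ng GSK3beta; Medium: Tris/MgCl2 kinase buffer; Timing: 60 min enzyme reaction, room temperature; Signal: ADP-Glo luminescence quantifying ADP generated by kinase; Evaluation: score relative to plate controls; Benchmarks: DMSO neutral wells and GW8510 at 20 µM as positive.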
HSF-1 act: increases HSF-1 driven luciferase reporter signal; actives 1.7% (n = 300,000); NIH3T3-HGL HSF-1 luciferase reporter, MG132, 8 h; 100% = twice DMSO control signal; activation, % at 9 µM;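 active = mean replicate activation of at least 50% with a set share of replicates each reaching 50%; inconclusive = only one of those two conditions met; inactive = mean below 50% and too few replicates reaching it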;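 also: 0% = median of the neutral control wells and 100% = twice that signal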
GSK3 alpha inh: blocks human GSK-3 alpha kinase. AID 2650. inhibition, % at 10 µM. actives 0.1% (n = 320,000). ADP-Glo luminescence, 60 min;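 in the data active = inhibition above about 50%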;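 also: GST-tagged GSK-3 alpha with peptide substrate and 25 µM ATP; 0% = DMSO neutral wells and 100% = GW8510 positive control wells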
PolyA inhibitor: blocks polyadenylation in yeast reporter cells; S. cerevisiae SKY197-pL101 polyadenylation reporter, beta-gal luminescence; efflux-impaired pdr1/pdr3 knockout yeast; score 100 = 6 SD above DMSO; calls only at 12 µM; AID 1875; actives 0.02% (n = 300,000);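 active = lowest replicate activity score at least 50, where 100 means six control SD above control mean; inconclusive = lowest score under 50 but half or more replicates reach 50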;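 also: yeast exposed to compound for 9 h at 30 °C; higher score means more reporter readthrough which indicates perturbed polyadenylation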
AI-2 QS mod: modulates the Vibrio harveyi AI-2 quorum sensing system; Vibrio harveyi JMH597 AI-2 luminescence/OD600 ratio, 9 h; stronger effect = lower value; strain lacks LuxN and CqsS sensors; 0 = neutral-control median; activity change, % at 7.5 µM; actives 0.4% (n = 300,000); AID 2094; in the data active = activity change below about -75%, passing the limit was not always enough; inconclusive = no clear call, values can overlap the other calls;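 also: luminescence divided by OD600 gain over 9 h not by final OD600 alone; inactives centre near 13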
HSP90 refold inh: blocks HSP90-mediated luciferase refolding in reticulocyte lysate | inhibition, % at 5.6 µM | AID 1789 | Rabbit reticulocyte lysate, luciferase refolding luminescence, 3 h | actives 0.91% (n = 290,000);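 active = inhibition above the screen-wide mean plus 3 SD, computed separately per campaign, cut at about 16% in these data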;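 also: 0% = DMSO wells and 100% = 60 µM geldanamycin wells; inhibitors lower the luminescence because luciferase stays unfolded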
Platelet DG rel: platelet dense granule release activity; human platelet-rich plasma, SFLLRN dense granule ATP release, luminescence; actives 0.22% (n = 300,000); inhibition, %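 (compounds screened at 7.5 µM in platelet-rich plasma)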;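 active = mean replicate score, as percent of positive control, at or above 50; inconclusive = mean below 50 but at least one replicate at or above 50; inactive = mean and every replicate below 50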
* hit, by the source's call; i = inactive; ? = inconclusive; · = not tested or not shown; & = joins results of further samples.

entry	HSF1 inh	Dyrk1A ADPGlo	HDAC3 inhib	GSK3beta inhib	HSF-1 act	GSK3 alpha inh	PolyA inhibitor	AI-2 QS mod	HSP90 refold inh	Platelet DG rel	SMILES
1	4	3	-83	1	24	0	i	5	8	8	Cc1cc2nc(-c3ccc[nH]c3=O)n(Cc3cccc(F)c3)c2cc1C
2	-4	-5	-4	2	-18	-2	i	8	1	-4	COc1ccc(S(=O)(=O)N2CCC(C(=O)O)(c3ccccc3)CC2)cc1
3	-8	-3	2	1	-6	1	i	28	-3	14	COc1cc(-c2cc(C(=O)NCCc3ccc(S(N)(=O)=O)cc3)c3ccccc3n2)cc(OC)c1OC
4	7&-1	6&2	18&4	-1&2	21&9	-1&-2	i	18&6	-7&-4	-2&-2	CC(Oc1ccc2c(-c3ccccc3)cc(=O)oc2c1)C(=O)NCC1CCC(C(=O)O)CC1 (centres undefined)
5	-5	7	3	-2	-1	-4	i	17	-1	1	COc1ccc(C(CNC(=O)c2ccc3c(c2)C(=O)N(CCC(C)C)C3=O)N2CCOCC2)cc1 (centres undefined)
6	18	-4	1	3	21	0	i	38	2	-2	Cc1ccccc1OCCn1cc(C(=S)N2CCCC2)c2ccccc21
7	3	-1	1	0	1	-1	i	18	4	0	CC(C)C(=O)N1CCC(CN=CC2=C(O)CC(C)(C)CC2=O)CC1
8	3	·	2	2	35	·	i	23	5	-4	CCOc1ccc(N(CC(=O)NCc2ccccc2Cl)S(=O)(=O)c2c(C)[nH]c(=O)[nH]c2=O)cc1
9	-20	1	1	1	-24	-2	i	19	4	-2	COc1ccccc1C(=O)NC(=S)Nc1ccc(N2CCCC2)cc1
10	6	2	-1	-3	-9	-2	i	9	2	7	CCc1ccc(NC2=CC(=O)CC(C)(C)C2)cc1
11	-11	-3	5	2	1	-2	i	86	3	-10	CN1C(=O)C2(NCCc3c2[nH]c2ccccc32)c2ccccc21 (centres undefined)
12	-10	-1	-23	-1	9	0	i	11	-2	13	Cc1cc(OCC(=O)NCCN2CCOCC2)c2c(C)c(C)c(=O)oc2c1
13	-2	6	2	2	7	2	i	21	1	-4	CCN(C(=O)c1ccc(C)c(Br)c1)c1ccccc1
14	-1	18	4	6	-7	4	i	9	1	6	Cc1ccc(-c2csc3ncn(Cc4ccc(C(=O)O)cc4)c(=O)c23)cc1C
15	3	-3	0	1	4	-4	i	27	-1	-5	COc1ccc(C2OCC3(CO2)SC(=O)NC3=O)cc1 (centres undefined)
16	-3	2	-2	1	6	1	i	-8	·	0	C[C@H](NC(=O)OCc1ccccc1)C(=O)NNC(=O)[C@H](Cc1ccccc1)NC(=O)OC(C)(C)C
17	·	-9	-6	0	·	0	i	15	-3	·	COc1cccc(N2CN(C3CCCCC3)CNC2=S)c1
18	-6	-5	2	-2	-2	-1	i	10	3	-2	CC(=O)c1cccc(S(=O)(=O)NCCC(=O)Nc2ccc(S(N)(=O)=O)cc2)c1
19	2	-7	0	1	2	-3	i	8	-1	7	O=c1cc(N2CCCCC2)[nH]c(=O)n1C1CCCCC1
20	8	-9	2	1	6	0	i	15	-3	-4	O=C(c1ccc(CS(=O)c2cccc(Cl)c2)o1)N1CCOCC1 (centres undefined)
21	-2	0	1	2	0	-1	i	36	-1	-3	COc1cc(NC(=O)COC(=O)CC(NC(C)=O)c2ccccc2)cc(OC)c1 (centres undefined)
22	-2	3	6	2	4	0	i	28	-1	-2	Cn1ncc(C(=O)Nc2ccc(OC(F)(F)F)cc2)c1-n1cccc1
23	3	-3	-1	0	14	2	i	7	-1	-3	CCN1CCN(C(=S)Nc2cc(C(=O)OC)ccc2C(=O)OC)CC1
24	-3	4	-1	0	-11	-1	i	·	0	8	CC(C)(C)c1ccc(C2=NC(=O)C(CC(=O)O)S2)cc1 (centres undefined)
25	-7	1	4	4	3	-3	i	23	-4	4	CCCCCCCN=C(C)c1ccccc1O
26	13	1	-3	5	32	1	i	-91*	3	·	Cc1ccc(CNC(=O)Nc2ccccc2)cc1
27	10	1	-6	2	-2	-4	i	-26	9	2	CCCc1c(C(=O)N/N=C/c2c(OC)ccc3ccccc23)nnn1-c1nonc1N
28	-4	5	0	6	4	2	i	14	0	10	C[N+]1(CCOC(=O)C2(c3ccccc3)CCCC2)CCCCC1
29	1	5	5	-2	-2	-1	i	6	2	-1	CC(NC(=O)Nc1ccc([N+](=O)[O-])cc1)C(c1cccs1)N1CCCC1 (centres undefined)
30	0	3	?	0	-1	-2	i	35	-1	0	COc1ccc(C(=O)N2CCSC2=S)cc1OC
31	4	3	4	0	4	-3	i	10	-1	-3	CN1CCN(C2=C(Cl)C(=O)N(Cc3ccccc3)C2=O)CC1
32	-3	8	-2	-1	0	-3	i	39	-4	0	CCN(CC)c1ccc(NC(=O)CN2C(=O)CC(C)(C)S(=O)(=O)c3ccccc32)c(C)c1
33	-7	3	5	1	4	-3	i	-11	-1	-1	COc1cc(NC(=O)C(F)(F)F)cc(OC)c1
34	-9	1	6	-2	10	1	i	33	-3	6	O=C(NC1CCCCCCC1)c1ccc(CNc2c(N3CCOCC3)c(=O)c2=O)cc1
35	2	·	-1	-3	-9	-1	i	18	5	3	COc1cc(C(=O)OCC(=O)NC(=O)c2cccn2C)ccc1OC(F)F
36	-10	-2	3	4	-13	0	i	17	1	3	CC(C)COc1cccc(C(=O)NNC(=O)C2COc3ccccc3O2)c1 (centres undefined)
37	-6	2	·	-2	12	·	i	9	4	-3	Cc1cc(N=Nc2c(O)c3ccccc3[nH]c2=O)ccc1N=Nc1ccc(C(=O)N(C)C)cc1
38	2	·	-6	1	2	1	i	45	0	-5	CCc1noc(C)c1C(=O)NC1CC(C)(C)Cc2c1cnn2-c1ccccc1 (centres undefined)
39	1	0	2	-14	-5	-6	i	23	-4	1	CCOC(=O)N1CCN(C(=O)c2c[nH]c3ccc(S(=O)(=O)N(C)c4ccc(F)cc4)cc3c2=O)CC1
40	·	7	-8	·	·	-2	·	·	0	·	Cc1cc(C)cc(NC(=O)CSc2nnc(Cn3c(=O)sc4ccccc43)n2C)c1
41	-4	·	0	-1	-6	-3	i	7	9	1	COc1ccccc1CNC(=O)CN(c1ccc(C)cc1)S(=O)(=O)c1c(C)noc1C
42	-12	2	2	-1	-18	7	i	13	-1	2	O=C(NC(=S)NCc1ccncc1)c1ccccc1
43	2	6	1	0	17	0	i	23	·	1	O=C(Nc1ccccc1N1CCCCC1)c1ccc(-c2cc(Cl)ccc2Cl)o1
44	4	6	-1	2	11	-1	i	15	-2	-6	COc1ccc(N2CCN(c3cc(C)c4ccccc4n3)CC2)cc1
45	0	2	-2	2	0	0	i	-31	1	-5	O=C(CNC(=O)c1cccc(Br)c1)N/N=C/c1cc(Br)cc(Br)c1O
46	5	·	0	4	16	0	i	19	-6	2	Cc1ccc2nc(SCC(=O)NC3CC3)[nH]c2c1
47	0	-25	-3	1	-3	·	i	16	1	-3	O=C(/C=C/c1ccccc1[N+](=O)[O-])N1CCCCC1
48	-1	2	-1	3	0	-2	i	20	2	15	O=C(CNC(=O)c1ccc2ccccc2c1)NCc1ccc(F)cc1
49	-4	0	4	3	-2	-4	i	8	18*	2	COCCNC(=S)NNc1cccc(C(=O)O)c1
50	3	7	-6	-3	-18	-1	i	-2	1	-3	CC(C)CN1CCNC(=O)C1CC(=O)NCCCN1CCCc2ccccc21 (centres undefined)

Next part.
entry	HSF1 inh	Dyrk1A ADPGlo	HDAC3 inhib	GSK3beta inhib	HSF-1 act	GSK3 alpha inh	PolyA inhibitor	AI-2 QS mod	HSP90 refold inh	Platelet DG rel	SMILES
51	1	-8	2	-2	-13	5	i	2	1	-4	Cc1ccc(NC(=O)CN(CCc2ccccc2)S(C)(=O)=O)cc1
52	-5	2	1	0	2	1	i	17	1	2	O=C(c1ccco1)N1CCN(C2CC(=O)N(c3ccccc3)C2=O)CC1 (centres undefined)
53	0	2	0	-1	-2	1	i	17	·	-7	Cc1cc(C)n(CC(=O)NNC(=O)CCNC(=O)c2ccccc2Cl)n1
54	2	6	-2	-1	24	2	i	12	1	-2	COc1ccc(O)c(C(=O)c2cnc3c(c2)c(-c2ccc(F)cc2)c(C#N)c(=O)n3C)c1
55	10	3	2	1	28	-1	i	7	5	11	Cc1sc(NC(=O)CN2CCCC2)nc1-c1ccc2c(c1)CCN2C(=O)c1cccc(F)c1
56	38	-1	-10	-5	47	0	i	18	0	4	COc1ccc(CNC(=O)C2C3C=CC4(CN(Cc5cccnc5)C(=O)C24)O3)cc1 (centres undefined)
57	-3	-6	-8	-2	-10	-1	i	7	-4	4	O=C(Nc1ccc([N+](=O)[O-])cc1Br)c1cc2ccccc2nc1Cl
58	0	·	-2	2	-4	-3	i	23	4	3	CC(CCCC(C)(C)O)NC(=O)c1cc(COc2ccc3ncccc3c2)on1 (centres undefined)
59	-2	6	5	-4	13	5	i	-1	2	11	COc1cc(OC)cc(C(=O)Nc2ccccc2NC(C)=O)c1
60	5	9	-1	0	8	-2	i	22	·	6	Cc1ccccc1NC(=O)Cc1nc(COC(=O)CCNS(=O)(=O)c2ccccc2)cs1
61	5	4	-3	0	23	0	i	9	-5	-18	COc1ccc(NC(=S)N(CCc2c(C)[nH]c3ccc(C)cc23)Cc2cccnc2)cc1
62	-29	-1	3	2	-32	0	i	21	5	-3	CCOc1ccc(-c2cc(CCCC(=O)NCCCOC)no2)cc1
63	-2	-1	9	1	11	0	i	-1	7	-2	CCN(CCNC(=O)C1CCN(Cc2nc(-c3ccc(Cl)cc3)oc2C)CC1)c1ccccc1
64	18	2	7	-2	47	-1	i	9	-4	-2	COc1ccc(-c2nnc(SCC(=O)c3ccc[nH]3)n2-c2ccccc2)cc1
65	-1	7	·	1	1	·	i	19	2	-1	CCOC(=O)c1c(-c2cccc([N+](=O)[O-])c2)csc1NC(=O)CCCOc1ccccc1OC
66	20	-3	-1	-3	27	-2	i	15	6	-2	CCC1CCCCN1C(=O)CSc1nnc(-c2ccc(Cl)s2)o1 (centres undefined)
67	14	-5	·	-5	28	-2	i	13	4	6	CCOC(=O)c1sc(Nc2ccc(F)cc2)nc1C
68	1	11	-2	-3	-3	1	i	37	0	-2	CCC(C)NC(=O)C1CCN(S(=O)(=O)c2cccc3cccnc23)CC1 (centres undefined)
69	-1	5	3	0	-8	·	i	5	1	-2	CCOc1cc(/C=N/NC(=O)CCc2n[nH]c(=O)[nH]c2=O)ccc1O
70	-6	0	-5	-2	-3	·	i	12	0	1	Cc1nnc(SCCC(C)C)[nH]c1=O
71	24	3	-4	0	56*	2	i	43	-1	-26	O=[N+]([O-])c1ccc(-c2cnc(SCc3ccccc3Cl)[nH]2)cc1
72	1	21	?	0	-7	2	i	28	·	4	CC(C)(C)OC(=O)NCCCC[C@H](NC(=O)c1nc[nH]c1C(=O)NC1CCN(C(=O)OC(C)(C)C)CC1)C(=O)OC(C)(C)C

Only part of the results is shown. The share of hits here may be higher or lower than overall.
